From PubChem
TGFb SMAD3 inh = TGF-b pathway inhibition; HepG2 CAGA-GFP TGF-b/SMAD3 reporter, GFP fluorescence, 18 h; TGF-beta stimulated, 500 pg/mL final; Potency, µM (titrated, usually from 46.1 µM), for inactives: at the highest dose activity, negative = inhibition, usual class: inhibitors; 410,000 tested, 1.2% active; AID 588855; also: potency is read from the fitted curve at half-maximal effect; % is scaled to controls: 0 for no effect and ±100 for the full control effect; nearly all actives have a fitted effect of over 65% in size
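Read-out: total well GFP (ex488/em500-530) summed from mean per-cell fluorescence. Cells: HEPG2 CAGA-GFP, 1% FBS DMEM, 18 h at 37 degrees C with 500 pg/mL final TGF-beta. Unstimulated wells served as the full-inhibition control; stimulated DMSO wells = 0%.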
HepG2 viability = HepG2 cytotoxicity, counter-screen for TGF-b inhibitors. 410,000 tested, 0.76% active. AID 588856. Potency, µM (titrated, usually from 46.1 µM), for the others: top-dose activity change, negative = cytotoxicity, most hits filed as cytotoxic. HepG2 CAGA-GFP viability, ATP luminescence, 18 h; also: potency is read from the fitted curve at half-maximal effect; some results filed as inactive show a strong effect at the top dose
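CellTiter-Glo luminescence gave cytotoxicity after 18 hours at 37 degrees C. The cells were HepG2 CAGA-GFP in 1% FBS DMEM, stimulated with 500 pg/mL TGF-beta after compound addition. %Activity was normalised to no-cell wells (complete cell-killing) and DMSO (no toxicity), and curves were fitted and classified.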
S2 tox = reduces viability in counter-screen for ATXN expression inhibitors; S2 cells (HEK-293 line with an ATXN2-luciferase reporter) viability, CellTiter-Fluor protease fluorescence, 24 h; Potency, µM (series often up to 56.7 µM), actives largely listed as cytotoxic; 400,000 tested, 0.49% active; also: potency is read from the fitted curve at half-maximal effect; nearly all actives have a fitted effect of over 40% in size
CCT chaperon mod = modulators of cytosolic chaperonin (CCT/TRiC) activity; 360,000 tested, 0.3% active; purified chaperonin ATPase assay, HTRF ADP detection, 30 min; AID 651819; activity change, % (concentration not given with the values), hits read low; in the data active = activity change below about -30%; also: % is scaled to controls: 0 for no effect and ±100 for the full control effect
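TRiC (40 or 20 nM final, by batch activity) in 30 mM Tris pH 7.4, 100 mM KCl, 5 mM MgCl2, 1 mM DTT was treated with compound at 76 uM single dose, then 10 uM ATP, 30 min at 37 °C. ADP was read by HTRF Transcreener.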
Nrf2 ARE act = Nrf2 pathway activation; AREc32 ARE-luciferase reporter (MCF7-derived line), luminescence, 24 h; Potency, µM (highest dose often 46.1 µM), for the others: at the highest dose activation, usual class: activators; 410,000 tested, 0.31% active; also: potency is read from the fitted curve at half-maximal effect; % of control where 0% means no effect; nearly all actives have a fitted effect of over 65% in size
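Cells of the AREc32 ARE-luciferase line are plated in OPTI-MEM containing 5% FBS and left overnight at 37 deg C. Compounds are pinned in, incubation continues 24 hr, and firefly luciferase signal is then measured.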
Akt phos inh = blocks phosphorylation of Akt; Neuro2A IGF-stimulated pAkt S473 HTRF, 20 min; hits give low values; activity change, % for hits at 50 µM; 360,000 tested, 0.32% active; in the data active = activity change below about -80%; inconclusive = mostly about -51% to -80%; also: % is scaled to controls: 0 for no effect and ±100 for the full control effect
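Neuro2A cells (4,500/well, DMEM with 0.5% FBS) were treated with compound at a single 50 µM final concentration, stimulated with 6 nM IGF for 20 min at 37 °C, and lysed. Phospho-Akt Ser473 was read by HTRF as 665/615 ratio ×10^4.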
Mm-Cpn inhibitor = inhibitors of Methanococcus maripaludis chaperonin (MmCpn) | Potency, µM (series often up to 76.9 µM), inactives show at the top dose activity, negative = inhibition, hits mostly inhibitors | purified Mm-Cpn ATPase, ADP Transcreener TR-FRET | 330,000 tested, 0.031% active; also: potency is read from the fitted curve at half-maximal effect; % is scaled to controls: 0 for no effect and ±100 for the full control effect; nearly all actives have a fitted effect of over 80% in size
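Quantitative HTS used 25 nM Mm-CPN and 10 uM ATP in magnesium/KCl Tris buffer, pH 7.4, with 1 mM DTT. Hydrolysis ran 30 min at 37°C; ADP was read by HTRF.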
A549 tox = A549 cytotoxicity, counter-screen for Nrf2 inhibitors | 390,000 tested, 0.16% active | A549 ARE-Fluc cells, CellTiter-Fluor viability, 18-24 h | Potency, µM (top dose mostly 46 µM), without a hit: top-dose activity change, negative = cytotoxicity, actives largely listed as inhibitors; also: potency is read from the fitted curve at half-maximal effect; % is scaled to controls: 0 for no effect and ±100 for the full control effect
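A549 ARE_Fluc cells in 5% FBS OPTI-MEM were exposed to compounds in concentration-response for 18-24 h at 37 deg C. Viability was read by CellTiter-Fluor fluorescence (Ex 405/Em 525) after 30 min, before the luciferase read.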
Nrf2 block = blocks Nrf2 signaling | A549 ARE-Fluc reporter, luciferase luminescence, 18-24 h | Potency, µM (top dose mostly 46 µM), inactives show at the top dose activity change, negative = inhibition, usual class: inhibitors | 360,000 tested, 2.1% active | AID 504444; also: potency is read from the fitted curve at half-maximal effect; % is scaled to controls: 0 for no effect and ±100 for the full control effect; nearly all actives have a fitted effect of over 60% in size
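A549 ARE_Fluc cells, 5000/well, 5% FBS OPTI-MEM; compounds in dose-response, 18-24 h at 37 °C/5% CO2; CellTiter-Fluor viability read (Ex 405/Em 525), then BugLite luciferase luminescence = Nrf2 activity.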
An asterisk follows results filed as active; i = inactive; ? = inconclusive; . = not tested or not shown; [ ] = dose if it differs, or a comment. Unless noted, calls follow the shape of the dose curve; as a rule, active = well fitted curve in the direction sought with a large enough effect; inconclusive = small, poorly fitted or top-dose-only effect, or another doubt; inactive = no such curve, though single readings can be large; an effect the other way counts as inactive or inconclusive.

SMILES | TGFb SMAD3 inh | HepG2 viability | S2 tox | CCT chaperon mod | Nrf2 ARE act | Akt phos inh | Mm-Cpn inhibitor | A549 tox | Nrf2 block
CC(C)Cc1cc(C(=O)NCCc2ccccc2)no1 | 11% | -11% | i | -0.6 | 0.3% | i | 0% | 2% | ?
CN(C)S(=O)(=O)c1ccc(NC(=O)c2ccc(Br)o2)cc1 | -9% | 5% | i | 1.2 | 3.2% | i | 3% | 1% | 3%
COC(=O)c1ccc(NC(=O)CCN2CCN(CCC(=O)Nc3ccc(C(=O)OC)cc3)CC2)cc1 | 0% | -9% | i | -1.6 | 2.8% | i | 0% | -2% | ?
Nc1[nH]c(=O)[nH]c(=O)c1N=Nc1ccccc1Cl | -7% | -7% | i | 0.0 | 6.2% | i | -4% | 16% | 8%
N#CC1=C(N)n2c(s/c(=C\c3ccco3)c2=O)=C(C#N)C1c1ccco1 (centres undefined) | -18% | -21% | i | -10.0 | ? | i | -7% | ? | -5%
CCc1cccc(C)c1NC(=O)CN1CCN(Cc2ccccc2Cl)S1(=O)=O | ? | -25% | . | . | 2.7% | . | . | 0% | 19%
CCOC(=O)Cc1csc(SCC(=O)NC(C)C23CC4CC(CC(C4)C2)C3)n1 (centres undefined) | 13% | 12% | i | 2.5 | 3.9% | i | 1% | -5% | 1%
Cc1cc(C)nc(NC(=O)c2cccc(Br)c2)n1 | -2% | -1% | i | -2.4 | 0.5% | i | 1% | 5% | 7%
Cc1ccccc1N1CCN(CCCN2C(=O)C3CCCCN3C2=O)CC1 (centres undefined) | 1% | -39% | i | -4.2 | 0.3% | i | 0% | 3% | 6%
CCOC(=O)c1cc2n(c1/N=C/N(C)C)-c1ccccc1C2=O | 60%[activator] | -27% | i | -3.2 | 8.6% | i | -4% | ? | -10%
Cc1nc(C(=O)N(C)C)nn1-c1cc(Cl)cc(Cl)c1 | -1% | 1% | i | 2.0 | -0.7% | i | 0% | -5% | -14%
CC(C)N(Cc1nccn1C)C(=O)c1ccc2oc(Cc3ccccc3)nc2c1 | 0% | 5% | i | -0.2 | -0.4% | i | 1% | -1% | ?
CC(=O)Nc1cccc(C(=O)/C=C/c2ccc(C)cc2)c1 | ? | 13µM* | ? | -2.9 | 0.6% | i | -3% | -1% | -21%
Cc1ccc(C(=O)c2cc([N+](=O)[O-])ccc2N2CCOCC2)cc1 | -2% | 0% | ? | 1.1 | -0.2% | i | 1% | -21% | 0%
CC12CCC(=O)N1C(C(=O)Nc1nc3ccc(Cl)cc3s1)CS2 (centres undefined) | -26% | -22% | i | -0.5 | ? | i | 0% | 9% | 19%
CCCCn1c(N)c(N(CCC(C)C)C(=O)c2ccc(-c3ccc([N+](=O)[O-])cc3)o2)c(=O)[nH]c1=O | 1% | 6% | . | 0.6 | -0.8% | i | 2% | -9% | 7%
CSCCC(NC(=O)c1ccccc1)C(=O)NNC(=O)c1ccccc1 (centres undefined) | -7% | -35% | i | -3.6 | 1.7% | i | -4% | 8% | 16%
Cc1ccc(NC(=O)CSc2nc(N)cc(N)n2)cc1S(=O)(=O)N1CCOCC1 | -5% | -8% | i | -4.1 | -0.3% | i | -4% | 2% | -7%
CC1CN(C(=O)c2cc3c(s2)CCC3)CC(C)O1 (centres undefined) | 0% | 2% | i | -2.5 | -0.1% | i | -1% | 0% | 10%
O=C(N/N=C/c1cccnc1)c1ccc(F)cc1 | -1% | -17% | i | -1.4 | 3.0% | i | -1% | -6% | 2%
N#CC(NC(=O)OCc1ccccc1)c1ccccc1 (centres undefined) | -24% | 3% | i | -2.3 | 0.2% | i | 1% | 12% | 0%
CCC(C)N(C(=O)CN1C(=O)NC2(CCc3ccccc32)C1=O)C1CCS(=O)(=O)C1 (centres undefined) | 3% | 14% | i | -1.5 | 0.5% | i | -3% | 0% | -2%
O=C(O)C1CCC(c2ccc(-c3ccccc3)cc2)CC1 (centres undefined) | 0% | -11% | i | 0.6 | 0.1% | i | 1% | 8% | ?
COC(=O)C1=CN(C2CC2)C=C(C(=O)OC)C1c1ccc(C(F)(F)F)cc1 | 12% | 2% | i | 0.7 | 0.6% | i | -4% | 27% | 0%
CCN(CC)S(=O)(=O)c1ccc(NC(=O)C2CCCO2)cc1 (centres undefined) | -1% | -13% | i | 1.6 | -0.6% | i | -1% | 5%[1.84 µM] | 3%

Already shown: entries from further up.
SMILES | TGFb SMAD3 inh | HepG2 viability | S2 tox | CCT chaperon mod | Nrf2 ARE act | Akt phos inh | Mm-Cpn inhibitor | A549 tox | Nrf2 block
CC(C)Cc1cc(C(=O)NCCc2ccccc2)no1 | 11% | -11% | i | -0.6 | 0.3% | i | 0% | 2% | ?
CN(C)S(=O)(=O)c1ccc(NC(=O)c2ccc(Br)o2)cc1 | -9% | 5% | i | 1.2 | 3.2% | i | 3% | 1% | 3%
COC(=O)c1ccc(NC(=O)CCN2CCN(CCC(=O)Nc3ccc(C(=O)OC)cc3)CC2)cc1 | 0% | -9% | i | -1.6 | 2.8% | i | 0% | -2% | ?
Nc1[nH]c(=O)[nH]c(=O)c1N=Nc1ccccc1Cl | -7% | -7% | i | 0.0 | 6.2% | i | -4% | 16% | 8%
N#CC1=C(N)n2c(s/c(=C\c3ccco3)c2=O)=C(C#N)C1c1ccco1 (centres undefined) | -18% | -21% | i | -10.0 | ? | i | -7% | ? | -5%
CCc1cccc(C)c1NC(=O)CN1CCN(Cc2ccccc2Cl)S1(=O)=O | ? | -25% | . | . | 2.7% | . | . | 0% | 19%
CCOC(=O)Cc1csc(SCC(=O)NC(C)C23CC4CC(CC(C4)C2)C3)n1 (centres undefined) | 13% | 12% | i | 2.5 | 3.9% | i | 1% | -5% | 1%
Cc1cc(C)nc(NC(=O)c2cccc(Br)c2)n1 | -2% | -1% | i | -2.4 | 0.5% | i | 1% | 5% | 7%
Cc1ccccc1N1CCN(CCCN2C(=O)C3CCCCN3C2=O)CC1 (centres undefined) | 1% | -39% | i | -4.2 | 0.3% | i | 0% | 3% | 6%

Other results
SMILES | TGFb SMAD3 inh | HepG2 viability | S2 tox | CCT chaperon mod | Nrf2 ARE act | Akt phos inh | Mm-Cpn inhibitor | A549 tox | Nrf2 block
COc1ccccc1CCC(=O)OCc1csc(CC(=O)Nc2ccccc2C)n1 | 8% | -10% | i | -2.2 | 0.3% | i | -4% | -1% | -10%
CCCC/C=C/C(NC(=O)c1ccc(C(=O)OC)cc1)c1ccccc1 (centres undefined) | 2% | -19% | i | -2.2 | 2.9% | i | . | -4% | -10%
Cc1cc(C)c(C)c(S(=O)(=O)N2CCN(C(=O)c3ccco3)CC2)c1C | -8% | -18% | i | -1.3 | -0.6% | i | . | -6% | -17%
O=C(CN(C(=O)CCC(=O)Nc1ccccn1)C1CCCC1)NCc1ccccc1 | -14% | -2% | i | 1.7 | -0.9% | i | 0% | 1% | 1%
O=c1c2cc3c(=O)n(-c4ccccc4O)c(=O)c3cc2c(=O)n1-c1ccccc1O | -6% | -15% | i | -0.9 | ? | i | 1% | 1% | -4%
CCC(=O)Oc1ccc2oc(=O)cc(C)c2c1 | -11% | -1% | i | -4.0 | 0.3% | i | 1% | -3% | 10%
COC(=O)c1ccc(NC(=O)CN2C(=O)CNC2=O)cc1 | -7% | -14% | i | -4.1 | -0.2% | i | 1% | 2% | -2%
O=C(O)CN1C(=O)/C(=C/c2ccccc2Br)Oc2ccccc21 | -9% | -4% | i | -0.8 | 6.8% | i | -7% | 2% | 7%
CCOC(=O)c1cnc2c(C)cc(C)cc2c1NCCN1CCOCC1 | -3% | -4% | i | . | 7.6% | . | . | -1% | -1%
CN(C(=O)CCOc1ccccc1)c1c(N)n(Cc2ccccc2)c(=O)[nH]c1=O | 2% | 11% | i | 1.7 | -0.8% | i | 3% | 1% | -15%
CCN(CC)c1ccc(C(=O)NC(=S)N2CCN(Cc3ccc4c(c3)OCO4)CC2)cc1 | 1% | -8% | i | -4.0 | 1.7% | i | -1% | -13% | ?
CC(C)c1cc(-c2cc(C(=O)Nc3ccccc3)on2)nc(NC2CCCC2)n1 | -25% | 0% | i | 0.0 | 3.5% | i | . | 2% | -14%
COc1ccccc1CNC(=O)CN1C(=O)c2cccc(N)c2C1=O | -4% | -2% | . | 0.4 | 3.0% | i | -1% | ? | ?
Brc1ccc(/C=N/Nc2ccccn2)cc1 | ? | -22% | i | -0.8 | 13µM* | i | 1% | 2% | ?
OC(c1ccccc1)(c1nc(-c2cc3ccccc3o2)cs1)C(F)(F)F (centres undefined) | ? | -104% | i | -1.1 | -0.5% | i | . | . | .
Cc1ccc(-n2cc(CN3CCN(c4ccccn4)CC3)c(-c3ccc(F)cc3)n2)cc1 | ? | -11% | i | 1.3 | 1.9% | i | -1% | -11% | -25%
CC1(C(=O)NCc2ccccc2)Cc2c(-c3cccc(C(F)(F)F)c3)ccnc2O1 (centres undefined) | ? | -3% | i | 0.7 | -1.5% | i | . | . | .
C/C(=N\Nc1cc(C(F)(F)F)ccc1Cl)c1ccccc1O | -23% | -15% | i | -0.5 | 11µM* | i | 1% | 14% | 3%
CCC(=O)N1c2ccc(S(=O)(=O)N3CCCCCC3)cc2CC1C (centres undefined) | 0% | -7% | i | . | 4.1% | . | . | 7% | 6%
